Bioassay records: PubChem, The Scripps Research Institute Molecular Screening Center
TbREL1 primary: TbREL1 inhibition, primary screen. inhibition, % at 9.66 µM. 89,000 tested, 0.49% active. P86926. TbREL1 RNA ligation, FRET fluorescence;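 active = inhibition above the mean inhibition across all screened compounds plus 3 SD, cut at about 11% in these data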;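 note: 0% = plate median of test wells and 100% = NSC42067 control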
Target sequence (P86926 whole entry, looked up): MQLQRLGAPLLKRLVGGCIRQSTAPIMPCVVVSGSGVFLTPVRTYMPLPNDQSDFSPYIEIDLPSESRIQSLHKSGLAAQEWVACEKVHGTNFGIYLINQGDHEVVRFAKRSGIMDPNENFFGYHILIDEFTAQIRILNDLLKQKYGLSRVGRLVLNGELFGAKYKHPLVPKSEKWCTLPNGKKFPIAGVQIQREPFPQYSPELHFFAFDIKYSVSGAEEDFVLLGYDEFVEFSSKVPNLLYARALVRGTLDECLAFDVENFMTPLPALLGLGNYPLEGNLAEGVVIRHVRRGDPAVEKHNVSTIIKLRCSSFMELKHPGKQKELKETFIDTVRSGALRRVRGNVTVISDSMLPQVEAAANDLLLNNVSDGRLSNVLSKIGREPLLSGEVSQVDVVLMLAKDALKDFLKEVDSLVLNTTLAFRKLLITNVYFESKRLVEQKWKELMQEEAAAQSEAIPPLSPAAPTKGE
* marks the source's active call; other numbers are inactive results. An excerpt, so the mix of outcomes need not match the whole.

What do the screens show for `O=C(C1CC1)N1CCc2cc(Br)cc(S(=O)(=O)NCCCN3CCCC3)c21`?
TbREL1 primary: 3

Results for COCCNC(=O)COC(=O)c1cccnc1SC ?
TbREL1 primary: 3

How did Cc1ccc(C(=O)COC(=O)CNC(=O)Cc2ccccc2)cc1 do in these assays?
TbREL1 primary: 3

What do the screens show for `Cc1ccc(CN(CC(=O)N/N=C/c2ccccc2[N+](=O)[O-])S(=O)(=O)c2ccc(C)cc2)cc1`?
TbREL1 primary: 2

What do the screens show for `O=C(Cc1ccccc1)NCC(=O)OCC(=O)c1ccc(Cl)c([N+](=O)[O-])c1`?
TbREL1 primary: 0

How did CCCCC(=O)Nc1cc(C)c2c(=O)oc3ccccc3c2n1 do in these assays?
TbREL1 primary: 1

How did CN1CCN(c2ncc(CN3C(=O)c4ccccc4C3=O)s2)CC1 do in these assays?
TbREL1 primary: 1

Results for CCOc1ccc(CCNC(=O)C2CCN(c3nnc(-n4cccc4)s3)CC2)cc1 ?
TbREL1 primary: -4

Results for O=C(Cn1c(=O)n(Cc2ccco2)c(=O)c2cc(Cl)ccc21)NCC1CCCO1 (stereo unspecified) ?
TbREL1 primary: -1

Results for CCOc1ccc(CCNC(=O)COC(=O)c2nc3nc(C)cc(C)n3n2)cc1OCC ?
TbREL1 primary: -3

How did O=C(Nc1cc(C(F)(F)F)ccc1-n1cncn1)c1ccc(Cl)cc1 do in these assays?
TbREL1 primary: 5

What do the screens show for `C=CCn1c(SCC(=O)NC2CCCCC2)nnc1-c1sc(N)nc1C`?
TbREL1 primary: 0

Results for CC(=O)C1C(c2cccc(Oc3ccccc3)c2)NC(=O)NC1(O)C(F)(F)F (stereo unspecified) ?
TbREL1 primary: -2

What do the screens show for `Nc1c(C(=O)N2CCCCC2)sc(=S)n1-c1ccccc1`?
TbREL1 primary: -4

What do the screens show for `S=C(NCc1ccncc1)Nc1ccc(Br)cc1Cl`?
TbREL1 primary: 0

Results for Cc1nc(C(C)(C)O)n(-c2ccccc2)n1 ?
TbREL1 primary: -2

Results for COc1ccccc1NC(=O)c1ccc(NC(=O)CN2CCN(C(=O)c3ccco3)CC2)cc1 ?
TbREL1 primary: -2

Results for CCNC(=O)C1(C)CCN(C(=O)C(c2ccccc2)c2ccccc2)C1 (stereo unspecified) ?
TbREL1 primary: -1

How did COc1ccccc1CNC(=O)c1c(-c2ccccc2)nn(-c2ccccc2)c1C do in these assays?
TbREL1 primary: -2

Results for CCn1c(SCC(=O)Nc2cccc(O)c2)nc2c1c(=O)n(C)c(=O)n2C ?
TbREL1 primary: 2

How did COc1ccc(-c2csc(C(C)(O)c3cccc(F)c3)n2)cc1OC (stereo unspecified) do in these assays?
TbREL1 primary: 1

Results for O=C(OCCN=C1NS(=O)(=O)c2ccccc21)c1cccnc1 ?
TbREL1 primary: 0

How did Cc1noc(C)c1C(=O)N1CCC(n2nnc3ncccc32)CC1 do in these assays?
TbREL1 primary: 1

How did Cc1ccc(N2C(=O)C3NN=C(C(=O)OCc4ccccc4)C3C2=O)cc1 (stereo unspecified) do in these assays?
TbREL1 primary: -3

Results for C=CCN(C(=O)[C@@H](C)[C@@H](O)c1ccc2ccccc2c1)c1ccccc1 ?
TbREL1 primary: -1

What do the screens show for `C#CCOCCOCCOCCNc1nc(N2CCN(C(=O)[C@H](C(C)C)n3cc(CCO)nn3)CC2)nc(N2CCN(C(=O)[C@H](CCCCN)n3cc(CCCC)nn3)CC2)n1`?
TbREL1 primary: 6

What do the screens show for `Cc1nc(N)sc1-c1nnc(SCC(=O)Nc2ccccc2C(F)(F)F)n1C`?
TbREL1 primary: 1

How did O=c1[nH]c(=S)c2[nH]c(=S)n(-c3ccccc3)c2[nH]1 do in these assays?
TbREL1 primary: 2

Results for C=CCc1cccc2cc(C(=O)NC)c(=O)oc12 ?
TbREL1 primary: 0

What do the screens show for `O=C(CC1(CC(=O)N2CCOCC2)CCCC1)Nc1ccccc1`?
TbREL1 primary: 5

How did C=CC[C@H](CC(=O)NCCO)C(=O)N[C@H](COC(=O)[C@@H](CC=C)Cc1ccc(F)cc1)c1ccccc1 do in these assays?
TbREL1 primary: -5

Results for COc1ccc(C(NC(=O)CNC(C)=O)C(=O)Nc2ccc(C(C)C)cc2)cc1 (stereo unspecified) ?
TbREL1 primary: 2

How did CC1Cc2ccccc2N1S(=O)(=O)c1cnc(Cl)c(Cl)c1 (stereo unspecified) do in these assays?
TbREL1 primary: 4

What do the screens show for `COc1ccccc1N/C(N)=N/c1nc(CSc2ccc(C)cc2)cc(=O)[nH]1`?
TbREL1 primary: -1

How did CC(C)CC(=O)Nc1nnn(C)n1 do in these assays?
TbREL1 primary: 8

How did CSc1ccccc1-c1n[nH]c(=S)o1 do in these assays?
TbREL1 primary: -6

Results for O=C(CN1C(=O)C2CC=CCC2C1=O)OCC(=O)c1ccc(Cl)c([N+](=O)[O-])c1 (stereo unspecified) ?
TbREL1 primary: -3

How did CCCCCCCCN1C(=O)[C@H](CC(=O)NCCCN2CCCC2=O)C[C@@]2(C(=O)OC)CC(C)(C)CC=C12 do in these assays?
TbREL1 primary: -2

How did CCCC(=O)Nc1nnc(CC(=O)N2CCCC2)s1 do in these assays?
TbREL1 primary: 0

What do the screens show for `O=C(Cc1ccccc1)N1CCN(S(=O)(=O)c2cccc([N+](=O)[O-])c2)CC1`?
TbREL1 primary: 4

How did CCc1ccc(NC(=O)CC2S/C(=N/N=C3CCCCCC3)NC2=O)cc1 (stereo unspecified) do in these assays?
TbREL1 primary: 3

What do the screens show for `O=C1CC(c2ccc(S(=O)(=O)NCc3ccncc3)cc2)CN1` (stereo unspecified)?
TbREL1 primary: 3

How did COc1ccc(-c2cc(C(=O)Nc3c(C)n(C)n(-c4ccccc4)c3=O)no2)cc1OC do in these assays?
TbREL1 primary: -2

How did O=C(NNc1cc(N2CCOCC2)nc(N2CCOCC2)n1)c1ccc([N+](=O)[O-])cc1 do in these assays?
TbREL1 primary: 4

How did Cc1ccccc1N1CCN(Cc2ccc(Br)o2)CC1 do in these assays?
TbREL1 primary: 9

What do the screens show for `Cc1ccc(S(=O)(=O)Nc2cccc(C(=O)N3CCOCC3)c2)cc1`?
TbREL1 primary: -2

What do the screens show for `CCN(C(=O)CN1CCN(Cc2ccccc2)CC1)c1c(N)n(Cc2ccccc2)c(=O)[nH]c1=O`?
TbREL1 primary: 0

How did O=C(/C=C/c1c[nH]c2ccccc12)c1cccc2ccccc12 do in these assays?
TbREL1 primary: 4

How did CCCC(=O)Nc1ccc2c(c1)C(=O)NC2=O do in these assays?
TbREL1 primary: 3

What do the screens show for `CCCOC1CCCN(C(=O)CCc2nnc(CCCCc3ccccc3)o2)C1` (stereo unspecified)?
TbREL1 primary: 3

How did Cc1ccccc1N=C1SC(CC(=O)Nc2ccc3ccccc3c2)C(=O)N1Cc1ccccn1 (stereo unspecified) do in these assays?
TbREL1 primary: -1

What do the screens show for `Cc1ccc(S(=O)(=O)N2CCCCC2)cc1NC(=O)CCOc1ccccc1`?
TbREL1 primary: -1

Results for CCOc1ccc(S(=O)(=O)N2CCC(C(=O)NCCN3CCOCC3)CC2)cc1C ?
TbREL1 primary: 1

What do the screens show for `Cc1c(N2C(=O)C3C4C=CC(C5CC45)C3C2=O)c(=O)n(-c2ccccc2)n1C` (stereo unspecified)?
TbREL1 primary: 5

Results for Cc1cc(C)cc(C(=O)NC(CC(N)=O)c2ccc(N3CCCCCC3)c([N+](=O)[O-])c2)c1 (stereo unspecified) ?
TbREL1 primary: 1

How did O=[N+]([O-])c1ccc(SCc2ccco2)cc1N1CCOCC1 do in these assays?
TbREL1 primary: -2

How did Cc1cc(C(=O)NCc2cccs2)n(-c2ccccc2)n1 do in these assays?
TbREL1 primary: 0

Results for CC1(C)Cc2nc3oc4c(SCC(N)=O)ncnc4c3cc2CO1 ?
TbREL1 primary: 0

How did Cc1c(Cl)cccc1N(CC(=O)O)S(C)(=O)=O do in these assays?
TbREL1 primary: 1

What do the screens show for `CN(CC(=O)Nc1c(Cl)cccc1Cl)C(=O)C1CCN(C(=O)Nc2ccccc2)CC1`?
TbREL1 primary: 3

The final two records of the part before open the next one.
How did Cc1c(Cl)cccc1N(CC(=O)O)S(C)(=O)=O do in these assays?
TbREL1 primary: 1

What do the screens show for `CN(CC(=O)Nc1c(Cl)cccc1Cl)C(=O)C1CCN(C(=O)Nc2ccccc2)CC1`?
TbREL1 primary: 3

What do the screens show for `O=C(NNC(=S)Nc1ccc(F)c(Cl)c1)C1CC1`?
TbREL1 primary: -4

How did FC(F)(F)c1cc(-c2cccs2)nc2cc(-c3cccs3)nn12 do in these assays?
TbREL1 primary: 5

How did O=C(C[C@@H]1C/C=C\CC[C@@H](Cc2ccc(F)cc2)C(=O)OC[C@@H](Cc2ccccc2)NC1=O)NCCO do in these assays?
TbREL1 primary: -3

Results for Cc1ccc(S(=O)(=O)N2CCC(C(=O)OCC(=O)N3CC(=O)Nc4ccccc43)CC2)cc1 ?
TbREL1 primary: -1

What do the screens show for `Cc1nc2nc(C)c(CCC(=O)N3CCN(c4ccccn4)CC3)c(C)n2n1`?
TbREL1 primary: -2

Results for CN1C=CC(C(C(N)=O)c2ccccc2)c2ccccc21 (stereo unspecified) ?
TbREL1 primary: -2

Results for CCc1ccccc1NC(=O)c1cccc(NC(=O)/C=C/c2ccco2)c1 ?
TbREL1 primary: -1

How did NS(=O)(=O)c1ccc(CCNC(=O)CCCCCn2c(=S)[nH]c3ccc(Br)cc3c2=O)cc1 do in these assays?
TbREL1 primary: -4

Results for O=S(=O)(Cc1ccccc1)N1CCNCC1 ?
TbREL1 primary: 3

How did N=c1sccn1CC(=O)Nc1cccc2ccccc12 do in these assays?
TbREL1 primary: -1

How did CCCCN(C)C(=O)c1c[nH]c2ccc(S(=O)(=O)N3CCOCC3)cc2c1=O do in these assays?
TbREL1 primary: 1

Results for COc1cc(C2=NOC(C(=O)N3CCCc4ccccc43)C2)cc(OC)c1OC (stereo unspecified) ?
TbREL1 primary: -2

What do the screens show for `COc1ccc(CCC(=O)OCC(=O)N(CC(C)C)c2c(N)n(Cc3ccccc3)c(=O)[nH]c2=O)cc1`?
TbREL1 primary: 2

Results for CCCc1nc2c3ccccc3ccn2c1Cc1ccccc1C(F)(F)F ?
TbREL1 primary: 3

How did COC(=O)[C@]12C[C@H](CC(=O)NCc3ccc(C)o3)C(=O)N(Cc3cccc4ccccc34)C1=C[C@H](C(C)C)O[C@@H]2C1CC1 do in these assays?
TbREL1 primary: -1

How did COC(=O)[C@]12CCCCC=C1N(Cc1ccco1)C(=O)[C@H](CC(=O)NCc1cccc3ccccc13)C2 do in these assays?
TbREL1 primary: 6

How did COc1cccc2c1OC1(CCN(C(C)C)CC1)N1N=C(c3cccnc3)CC21 (stereo unspecified) do in these assays?
TbREL1 primary: -3

Results for COc1cc(NC(=O)CCc2nnc3ccc(N4CCN(C)CC4)nn23)cc(OC)c1 ?
TbREL1 primary: 0

What do the screens show for `COc1ccc(F)cc1-c1cc(C(C)=O)c2n(c1=O)CCC2`?
TbREL1 primary: 4

How did CCn1c(=O)c(-c2nc3ccccc3[nH]2)c(O)c2ccccc21 do in these assays?
TbREL1 primary: -3

How did O=C(CC(C(=O)O)C1CCCO1)NCCc1ccc2c(c1)OCO2 (stereo unspecified) do in these assays?
TbREL1 primary: 5

How did Cc1ccc(C)c(-n2cc(CN3CCCN(C=O)CC3)c(-c3ccccc3)n2)c1 do in these assays?
TbREL1 primary: 1

What do the screens show for `CCOc1ccc(C(=O)NCC(=O)OC(C)C(=O)NCc2ccco2)cc1OCC` (stereo unspecified)?
TbREL1 primary: -2

Results for COC(=O)C1=NN(c2ccccc2OC)C2C(=O)N(c3ccccc3OC)C(=O)C12 (stereo unspecified) ?
TbREL1 primary: -4

How did Cn1cccc1C(=O)N1CCN(S(=O)(=O)c2cccc3ccccc23)CC1 do in these assays?
TbREL1 primary: -3

What do the screens show for `CC(Oc1ccccc1)C(=O)N1CCCc2ccccc21` (stereo unspecified)?
TbREL1 primary: -2

What do the screens show for `CCOC(=O)Cc1nnc(NC(=O)c2ncn[nH]2)s1`?
TbREL1 primary: 11*

How did CCc1c(O)nc(SCC(N)=O)n(-c2ccccc2F)c1=O do in these assays?
TbREL1 primary: -3

How did N=c1c(C(=O)NCc2ccccc2)cc2c(=O)n3ccccc3nc2n1Cc1ccco1 do in these assays?
TbREL1 primary: 0

What do the screens show for `CN(C)CCCO/N=C(\c1ccccc1)c1ccncc1`?
TbREL1 primary: 8

Results for O=C(O)c1cc(-c2cc(C(=O)O)c3ccccc3n2)ccc1O ?
TbREL1 primary: -1

Molecules shown so far that contain a furan ring, fused or not:
Results for O=C(Cn1c(=O)n(Cc2ccco2)c(=O)c2cc(Cl)ccc21)NCC1CCCO1 (stereo unspecified) ?
TbREL1 primary: -1

Results for COc1ccccc1NC(=O)c1ccc(NC(=O)CN2CCN(C(=O)c3ccco3)CC2)cc1 ?
TbREL1 primary: -2

How did Cc1ccccc1N1CCN(Cc2ccc(Br)o2)CC1 do in these assays?
TbREL1 primary: 9

How did O=[N+]([O-])c1ccc(SCc2ccco2)cc1N1CCOCC1 do in these assays?
TbREL1 primary: -2

Results for CC1(C)Cc2nc3oc4c(SCC(N)=O)ncnc4c3cc2CO1 ?
TbREL1 primary: 0

Results for CCc1ccccc1NC(=O)c1cccc(NC(=O)/C=C/c2ccco2)c1 ?
TbREL1 primary: -1

How did COC(=O)[C@]12C[C@H](CC(=O)NCc3ccc(C)o3)C(=O)N(Cc3cccc4ccccc34)C1=C[C@H](C(C)C)O[C@@H]2C1CC1 do in these assays?
TbREL1 primary: -1

How did COC(=O)[C@]12CCCCC=C1N(Cc1ccco1)C(=O)[C@H](CC(=O)NCc1cccc3ccccc13)C2 do in these assays?
TbREL1 primary: 6

What do the screens show for `CCOc1ccc(C(=O)NCC(=O)OC(C)C(=O)NCc2ccco2)cc1OCC` (stereo unspecified)?
TbREL1 primary: -2

How did N=c1c(C(=O)NCc2ccccc2)cc2c(=O)n3ccccc3nc2n1Cc1ccco1 do in these assays?
TbREL1 primary: 0
